Source: PubChem BioAssay
RORa activator: RORA (human) activation. P35398. CHO-K1 Gal4-RORA LBD luciferase reporter, luminescence; percent increase over mock-subtracted basal signal. activation, % at 10 µM. 65,000 compounds, 1.5% hits. AID 560;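 active means activation above the mean of all tested compounds plus 3 SD, cut at about 49% in these data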;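 further: 0% = DMSO-treated RORA cells and 100% = added signal equal to DMSO minus mock-transfected cells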
TNAP act mid DEA: activates human TNAP at intermediate phosphate acceptor concentration | 64,000 tested, under 10 active | P05186 | AID 813 | activation factor at 20 µM | purified TNAP, CDP-star luminescence, 100 mM DEA, 30 min; active compounds read high; scale: 0 levamisole-inhibited, 1 vehicle-only enzyme;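 active means activation factor of at least 2 at 20 µM, relative to controls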
SF1 activator: activators of human nuclear receptor SF-1; Q13285; CHO-K1 Gal4-SF-1 LBD luciferase reporter; % increase over DMSO SF-1-specific signal; AID 522; 65,000 compounds, 1.9% hits; activation, % at 10 µM;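 active means activation above the mean activation of all tested compounds plus 3 SD, cut at about 50% in these data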
Target sequence (Q13285 whole entry, looked up, the tested form may be a part): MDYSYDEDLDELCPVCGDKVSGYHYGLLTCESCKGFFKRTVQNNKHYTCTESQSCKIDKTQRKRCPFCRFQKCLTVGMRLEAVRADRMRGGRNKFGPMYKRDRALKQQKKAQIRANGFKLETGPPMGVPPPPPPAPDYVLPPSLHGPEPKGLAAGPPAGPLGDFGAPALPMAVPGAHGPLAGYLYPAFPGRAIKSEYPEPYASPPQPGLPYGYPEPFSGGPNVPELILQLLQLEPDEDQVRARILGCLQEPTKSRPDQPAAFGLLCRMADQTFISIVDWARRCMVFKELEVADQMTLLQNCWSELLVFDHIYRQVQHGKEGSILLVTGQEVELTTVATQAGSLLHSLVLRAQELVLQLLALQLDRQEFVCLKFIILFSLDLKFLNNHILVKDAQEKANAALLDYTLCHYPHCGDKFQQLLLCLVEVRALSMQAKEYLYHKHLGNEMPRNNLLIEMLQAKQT
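Material: Transient Gal4-SF-1 LBD reporter, CHO-K1 | Input: 4,000 cells/well | Dosing: One dose, 10 µM compound, 1% DMSO | Incubation: 20 h compound treatment, 37 °C | Detection: SteadyLite luciferase luminescence | Evaluation: Percent activation relative to DMSO median and mock-transfected background | Benchmarks: DMSO-treated SF-1-transfected cells as negative, DMSO-treated mock-transfected cells lacking SF-1 as background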
Ec RNAP inh: Escherichia coli RNA polymerase inhibition; E. coli RNA polymerase, fluorescence transcription assay; inhibition, %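 (tested at 10 µM)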; 62,000 compounds, 0.2% hits; AID 559; in the data active means inhibition above about 20%;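 further: 0% = enzyme without compound and 100% = no enzyme blank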
NADH enzymes: blocks coupling enzymes of NAD/NADH assays; coupled PK/LDH NADH assays, four targets; IC50, µM (highest dose often 10 µM), for the others: at the highest dose inhibition; 65,000 compounds, 0.02% hits; AID 774;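 active means single-dose screening hits from any of four coupled enzyme assays that gave an IC50 when retested across doses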;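 further: the DPM-DC format reads NADH fluorescence rather than 340 nm absorbance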
tolC growth inh: blocks growth of E. coli BW25113 tolC mutant | OD615 | 65,000 compounds, 2.2% hits | AID 573 | growth inhibition, % at 10 µM (by protocol);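 active means growth inhibition at or above a cutoff equal to the mean over every tested compound plus 3 SD, cut at about 60% in these data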;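 further: growth measured after 20 h incubation at 37 °C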
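Assay system: tolC-deleted E. coli BW25113. Medium: kanamycin-containing LB broth (50 µg/mL). Dosing: 10 µM final, single dose. Timing: bacterial growth with compound for 20 h at 37 °C. Detection: A615 absorbance measurement. Read-out basis: growth inhibition in percent.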
Autofluor 339: intrinsic fluorescence of library compounds, ex339/em460 – biochemical, MLSMR library, data from DPM-DC assay, artefact control, profiling panel | compound autofluorescence, ex339/em460 nm, NADH buffer; active compounds read high; 1 = no-compound wells, NADH background | fluorescence fold increase at 10 µM | 65,000 compounds, 5.5% hits;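 active means at 10 µM, mean starting fluorescence two-fold or more over control wells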;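 further: signal is the first read of a kinetic run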
M1 ag: activates the M1 muscarinic receptor. B-score at 10 µM. 64,000 compounds, 3% hits. CHO-M1 cells, Fluo-4 calcium fluorescence, agonist mode; active compounds read high;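 active means fluorescence rise, raw or as B-score row- and column-corrected plate score, outside the 99.7% band of its plate's samples, either direction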
M1 antagonist: blocks the rat M1 muscarinic receptor response to acetylcholine. P08482. CHO-M1 cells, Fluo-4 calcium, ACh EC80 antagonist mode; active compounds read low. B-score at 10 µM. 64,000 compounds, 3.4% hits. AID 628;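 active means calcium fluorescence response, raw or row-and-column corrected B-score, differing from the plate sample mean either way at a set confidence level, mostly lower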
Target sequence (P08482 whole entry, looked up): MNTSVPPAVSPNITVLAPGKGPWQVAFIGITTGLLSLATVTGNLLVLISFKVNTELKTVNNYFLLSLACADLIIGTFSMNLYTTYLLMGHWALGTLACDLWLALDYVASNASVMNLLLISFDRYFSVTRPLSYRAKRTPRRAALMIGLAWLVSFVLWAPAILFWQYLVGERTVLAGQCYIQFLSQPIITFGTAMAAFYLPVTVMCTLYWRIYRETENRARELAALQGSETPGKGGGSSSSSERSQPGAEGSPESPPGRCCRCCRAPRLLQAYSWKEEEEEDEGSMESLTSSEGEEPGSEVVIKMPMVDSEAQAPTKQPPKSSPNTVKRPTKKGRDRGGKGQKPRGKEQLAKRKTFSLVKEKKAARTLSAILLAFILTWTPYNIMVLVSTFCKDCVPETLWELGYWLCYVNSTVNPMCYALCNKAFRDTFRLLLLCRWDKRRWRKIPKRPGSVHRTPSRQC
Numbers without * were called inactive; · = no result given; [ ] = dose if it differs, or a comment.

SMILES,SF1 activator,tolC growth inh,RORa activator,TNAP act mid DEA,M1 ag,M1 antagonist,Autofluor 339,Ec RNAP inh,NADH enzymes
COc1ccc(C(=O)N(CN2CCCC2=O)c2cc(C)on2)cc1OC,4,-4,-21,0.9,-0.21,0.074,1.1,-1,6%
COc1cc(NC(=O)c2ccc(S(=O)(=O)N(C)C)cc2)cc(OC)c1OC,-9,-2,-17,1,-0.024,-0.22,1.1,4,3%
CC(C)N1CC23C=CC(O2)C(C(=O)OCc2ccccc2)C3C1=O (stereo not drawn),·,-16,·,0.9,0.19,-0.05,1.1,2,2%
COc1ccc(OC)c(C(=O)COC(=O)C2CC3CCCC(C2)C3=O)c1 (stereo not drawn),-1,2,0,0.9,0.32,-0.62,1.1,5,7%
O=C(c1cccnc1)N(Cc1ccccc1)c1ccccc1,3,7,-11,0.9,0.87,1.9,1.1,-1,4%
COc1cc(CNc2ccc(N3CCOCC3)c(C(=O)O)c2)ccc1OCC(N)=O,5,2,-10,0.9,0.54,0.071,2.3*,1,7%
COc1ccc(OC)c2[nH]c(=O)c(CCNC(=O)C3CCCCC3)cc12,-10,-3,-3,1,0.46,0.79,1.3,0,5%
Cc1cc2cc(CN(Cc3ccco3)C(=O)NCc3ccccc3)c(=O)[nH]c2cc1C,22,36,-6,1,0.97,0.056,1.8,8,10%
CCC(OC(=O)c1ccco1)C(=O)NCc1ccc(C)cc1 (stereo not drawn),8,-5,4,0.9,0.95,-0.018,1.1,7,6%
CCOC(=O)N1CCC(n2c(=S)[nH]c3cc(OC)c(OC)cc3c2=O)CC1,12,-5,3,0.9,0.19,0.13,1,4,3%
CC1(C)C2CCC1(C)C(OC(=O)CSc1nc(N)cc(=O)[nH]1)C2 (stereo not drawn),10,44,11,0.9,-0.3,0.54,1,5,1%
CC(C)COP(=O)(c1ccc(N(C)C)cc1)C(O)c1ccncc1 (stereo not drawn),-6,-6,-20,0.9,-1.4,-0.62,1.1,-3,4%
CC1=C(C(=O)OCc2ccccc2)C(c2cccnc2)n2ncnc2N1 (stereo not drawn),8,-1,9,0.9,0.67,0.17,1,6,7%
O=C(OCc1nnc(-c2ccc(Cl)cc2)o1)c1ccncc1,-3,5,-2,1,-0.088,0.27,1.2,8,2%
CC1Cc2ccccc2N1S(=O)(=O)c1cccc(C(=O)OCC(=O)NC2CCS(=O)(=O)C2)c1 (stereo not drawn),6,-6,4,0.9,0.55,-0.96,1,1,2%
COc1ccccc1-n1c(C)nc(=O)c(-c2ccccc2)c1C,5,-8,-9,0.9,1.8,-0.45,1.1,9,1%
Cc1nc2ccccc2n1CC(=O)N1CC(=O)Nc2ccccc21,11,-14,-7,0.9,0.0098,0.16,1,7,3%
CCCc1cc(=O)oc2cc(C)cc(OCc3nn[nH]n3)c12,3,1,18,0.9,0.24,0.27,3.8*,5,10%[fluoresces]
COc1cc(NC(=O)Cc2ccccc2)cc(OC)c1,-23,10,-16,0.9,0.093,0.62,1.1,7,6%
CCc1ccc(OC(=O)c2ccn(CC)n2)cc1,7,0,-5,0.9,-0.17,-0.36,1.1,5,0%
O=C(Nc1nnc(SCc2ccc(Cl)cc2)s1)c1ccco1,13,6,-11,0.9,-0.72,1.3,1.1,6,2%
COc1ccc(S(=O)(=O)N2CCCN(Cc3cccc(F)c3)CC2)cc1,-7,14,2,1,0.51,-1.9,1.1,-1,9%
COc1cc(SC)ccc1C(=O)OC1CCOC1=O (stereo not drawn),3,-2,-18,0.9,0.25,0.026,1.1,0,7%
CCOC(=O)C1CCN(C(=O)CN(c2ccc(OC)c(OC)c2)S(=O)(=O)c2ccccc2)CC1,-2,-14,6,0.9,-1,0.64,1.1,5,27%
COc1cc(N/C(=N/S(=O)(=O)c2ccccc2)c2ccccc2)ncn1,49,-13,16,0.9,0.52,-0.61,1,3,6%
CC1CN(c2ncnc3c2oc2ccccc23)CC(C)O1 (stereo not drawn),-6,13,3,1,-1.3,-0.16,1.2,3,2%
CCCCn1c(O)c(C(CC)=Nc2ccc3c(c2)CCC3)c(=O)[nH]c1=O,0,14,-20,1,0.38,0.13,1.1,0,7%
CCCCC(=O)O[C@H]1CC[C@H]2[C@@H]3CCc4cc(O)ccc4[C@H]3CC[C@]12C,-15,2,-4,0.8,-0.4,0.13,0.99,4,1%
O=C(O)CC12CSc3[nH]c(=O)sc3C1c1ccccc1OC2=O (stereo not drawn),-6,-6,7,0.9,0.099,-0.052,1.1,2,2%
CCOc1ccc(NC(=O)CSc2nnc(Cc3cccn3C)n2-c2ccc(F)cc2)cc1,-16,13,-4,1,-0.31,0.34,1.1,7,6%

At a glance, part of the list above.
SMILES,SF1 activator,tolC growth inh,RORa activator,TNAP act mid DEA,M1 ag,M1 antagonist,Autofluor 339,Ec RNAP inh,NADH enzymes
O=C(Nc1nnc(SCc2ccc(Cl)cc2)s1)c1ccco1,13,6,-11,0.9,-0.72,1.3,1.1,6,2%
COc1ccc(S(=O)(=O)N2CCCN(Cc3cccc(F)c3)CC2)cc1,-7,14,2,1,0.51,-1.9,1.1,-1,9%
COc1cc(SC)ccc1C(=O)OC1CCOC1=O (stereo not drawn),3,-2,-18,0.9,0.25,0.026,1.1,0,7%

Some values from the results shown:
M1 antagonist result of COc1cc(N/C(=N/S(=O)(=O)c2ccccc2)c2ccccc2)ncn1 stands at -0.61
M1 ag result of COc1cc(NC(=O)Cc2ccccc2)cc(OC)c1 stands at 0.093
TNAP act mid DEA result of CCOc1ccc(NC(=O)CSc2nnc(Cc3cccn3C)n2-c2ccc(F)cc2)cc1 stands at 1

Other structures follow:
SMILES,SF1 activator,tolC growth inh,RORa activator,TNAP act mid DEA,M1 ag,M1 antagonist,Autofluor 339,Ec RNAP inh,NADH enzymes
O=C1C2CC=C(Cl)CC2C(=O)N1CN(Cc1ccco1)CN1C(=O)C2CC=C(Cl)CC2C1=O (stereo not drawn),0,3,-6,0.8,-0.34,0.95,1.2,4,6%
Nc1nonc1NC(=O)CSc1ncccc1C(=O)O,5,-11,7,1,-0.38,-0.045,1.1,7,5%
COc1ccccc1NC(=O)Nn1cnnc1,21,6,1,0.9,0.083,-0.4,1.1,-6,2%
COc1ccc(C(C)=O)cc1CSc1nnc(C)s1,-11,8,-11,0.9,0.49,0.78,1.1,10,1%
CC(C)c1ccc(NC(=O)C2CCN(S(C)(=O)=O)CC2)cc1,-12,11,-6,0.9,0.15,-1,1.1,2,2%
COc1cc2[nH]c(=O)n(CCC(=O)N3CCN(c4cc(Cl)ccc4C)CC3)c(=O)c2cc1OC,-5,20,17,1,·,·,1.2,3,4%
CCOC(=O)/C=C1\NC(=O)CS1,12,-7,6,1,-0.011,-0.81,1.1,-1,5%
CCOC(=O)N1CCN(C(=O)C(C)n2nc(C)n3c(cc4sccc43)c2=O)CC1 (stereo not drawn),-12,6,-24,1,0.22,0.48,1.1,12,5%
O=C(Nc1nc(-c2ccccc2)cs1)c1cccs1,18,98*,57*,0.8,0.68,-0.87,1.2,10,7%
COC(=O)C1=C(C)NC(C)=C(C(=O)OC)C1c1cc2cc(C)ccc2[nH]c1=O,-9,1,-18,0.9,0.032,0.57,2.7*,8,4%[may fluoresce]
Cc1cccc(NC(=O)c2oc3c(c2C)C(=O)CC(C)(C)C3)n1,10,12,4,0.9,-0.084,0.29,1,9,3%
O=C(NCCC1=CCCCC1)C1CCCN(S(=O)(=O)c2ccc(F)cc2)C1 (stereo not drawn),-2,9,7,0.9,-0.54,-1.1,1.1,8,4%
CN(CC(=O)N1CCN(c2ccccn2)CC1)S(=O)(=O)c1ccc2ccccc2c1,-4,26,-2,0.8,1.5,-0.93,1.1,8,4%
Cc1ccccc1Oc1ccc(Oc2ccccc2C)nn1,37,5,40,1,0.53,-0.0018,1,-1,5%
O=C(Cc1cccs1)N1CCCC(c2nc3c(nnn3Cc3ccccc3Cl)c(=O)[nH]2)C1 (stereo not drawn),4,21,13,0.9,0.94,-0.38,1.1,-2,8%
CN(C)S(=O)(=O)N1CCC(CCCC2CCN(S(=O)(=O)N(C)C)CC2)CC1,·,14,·,0.9,-3,0.22,1.1,2,1%
O=C(O)c1c(-c2ccccc2)c2oc3ccccc3c2[nH]c1=O,18,-11,-9,0.9,0.15,0.14,3.6*,2,21%
CCOc1ccc(NC(=O)c2ccccc2OC)cc1,73*,3,49*,0.9,-0.019,-1.1,0.8,-3,11%
CC(=O)Nc1ccc(S(=O)(=O)Nc2ccc(N3CCOCC3)c(F)c2)cc1,-13,-24,4,0.9,0.013,-0.0083,1.1,8,8%
COCCN(C(C)=O)c1nnc(-c2ccccn2)s1,16,-10,18,1,0.1,-0.7,1.3,6,8%
Cc1nc(CNS(=O)(=O)c2ccc3ccccc3c2)cs1,-11,-1,3,0.9,0.52,0.54,1,2,6%
CCn1cc(C(=O)NCC2CCCO2)c(=O)c2cc(S(=O)(=O)N(C)C)ccc21 (stereo not drawn),-13,-18,-9,0.9,0.3,0.25,1,-8,2%
COc1cccc(N2CCN(CC(=O)Nc3nc4c(s3)CC(C)CC4)CC2)c1 (stereo not drawn),2,95*,-11,1.1,-0.79,0.11,1.1,2,5%
O=C(CN1c2cccc3cccc(c23)S1(=O)=O)NCc1ccc2c(c1)OCO2,5,13,11,1,21*,-4*,1.8,-3,7%
O=C(c1ccc(=O)oc1)N1CCOCC1,-10,-1,-22,0.9,-0.49,-1.7,1.5,2,10%
Cc1nc2ccc(NC(=O)NCc3ccco3)cc2s1,23,-2,29,0.8,-0.33,0.25,1.1,-1,2%
c1cc(C2CCCCC2)ccc1Oc1nc(N2CCOCC2)nc(N2CCOCC2)n1,17,13,3,1,0.83,-0.072,1.1,1,5%
Cc1cc2c(s1)CCCCC(=O)N2,-13,-14,-16,0.9,0.047,0.92,1,8,4%
CCCCC(=O)Nc1ncc2c(n1)CC(C)(C)CC2=O,-3,-16,14,0.9,0.37,0.023,1.1,9,6%
O=C(Cn1ccc(C(F)(F)F)n1)Nc1ccc(S(=O)(=O)NCc2ccco2)cc1,8,-13,7,1,-0.9,0.011,1.1,2,4%
CCSCCOC(=O)C1=C(C)NC(=O)NC1c1cc(OC)ccc1OC (stereo not drawn),5,1,-6,1,0.71,-0.003,1.1,1,2%
CC(=O)c1ccc(NC(=O)c2noc3c2CCCCC3)cc1,32,-12,50*,0.9,0.25,-0.21,0.96,6,4%
COC(=O)Nc1sc2c(c1C(=O)NCc1ccco1)CCCC2,4,-7,6,0.9,-0.62,0.16,1.1,10,5%
CN(Cc1nc(-c2cccnc2)no1)S(=O)(=O)c1ccc2ccccc2c1,-11,8,-9,0.9,-8.9e-05,0.15,1.1,-6,6%
CCCOc1cccc(-c2nnc(N)s2)c1,12,0,32,0.8,0.51,-0.00049,1.1,8,2%
CCOC(=O)N1CCC2(CC1)C(C#N)=C(N)Oc1c2c(C)nn1-c1cccc(Cl)c1,3,0,-18,0.9,-1.5,-1,1.1,2,2%
CNC(=O)NC(=O)CSc1ncc(C(F)(F)F)cc1Cl,4,-15,-5,0.9,-0.82,1.4,1,1,7%

Random draw from the library. Share with any hit: about 15%.
